WRN helicase inh = blocks human WRN helicase. Q14191. WRN helicase unwinding, fluorescent forked duplex, kinetic. Potency, µM (series often up to 114 µM), for inactives: top-dose activity change, negative = inhibition, actives largely listed as inhibitors. 0.46% of 360,000 active; note: potency is the fitted concentration of half-maximal effect; % is set by controls: 0 for no effect and ±100 for the full control effect; nearly all actives have a fitted effect of over 55% in size
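WRN at 20 nM final was preincubated with compound for 15 min at room temperature; reaction started with 100 nM forked duplex oligonucleotide carrying fluorophore and quencher plus 2 mM ATP (final). Unwinding followed kinetically by red fluorescence (ex 525/em 598 nm).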
IL-2 act = activators of IL-2 | IL-2 activation reporter assay, cell-based qHTS; stimulated with anti-CD3/CD4/CD28 beads; in transgenic mouse T cells | activation, % (series mostly up to about 46 µM) | 0.065% of 360,000 active | AID 652025; in the data active = activation above about 50%; inconclusive = mostly about 30% to 49%; note: 0% is about no effect
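EGFP and DsRed fluorescence is measured by plate cytometry in unstimulated transgenic mouse T cells exposed to compound for 60 minutes, then stimulated 18 hours at 37 degrees C with anti-CD3/anti-CD4 beads plus anti-CD28.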
PLK1 PBD inh = PLK1 (human) polo-box domain binding inhibition. Potency, µM, for inactives: max response, negative = inhibition, usual class: inhibitors. P53350. Plk1 PBD binding of FITC phosphopeptide, fluorescence polarization. 2.8% of 360,000 active; note: potency is the fitted concentration of half-maximal effect; series mostly up to about 57 µM; % is set by controls: 0 for no effect and ±100 for the full control effect; nearly all actives have a fitted effect of over 65% in size
aSyn yeast inh = inhibitors of alpha-synuclein toxicity in yeast | Yeast expressing alpha-synuclein, growth rescue, BacTiter-Glo, 24 h | 0.14% of 370,000 active | Potency, µM (series often up to 46.1 µM), without a hit: top-dose growth rescue (activation), usual class: activators; note: potency is the fitted concentration of half-maximal effect; % of control where 0% means no effect; nearly all actives have a fitted effect of over 65% in size
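Readout is rescue of growth in alpha-synuclein-expressing yeast, so inhibitors of toxicity appear as activators. Growth after 24 hr at 30 deg C in galactose medium is quantified by luminescence.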
EPAC1 ag = EPAC1 (human) agonism | EPAC1 agonist qHTS, biochemical assay; response scale: 100% = response to 6.5 mM cAMP | 0.073% of 360,000 active | O95398 | AID 720707 | Potency, µM (doses to about 154 µM), without a hit: at the top dose activation, most hits filed as activators; note: potency is the fitted concentration of half-maximal effect; nearly all actives have a fitted effect of over 60% in size
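Read-out is the fluorescence drop as BODIPY-GDP leaves Rap1B (480 nm excitation, 540 nm emission), recorded every 5 minutes over 30 minutes. Reactions held 100 nM EPAC1, 250 nM Rap1B–BODIPY-GDP and 50 uM GDP, with 6.5 mM cAMP setting full activation.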
EPAC1 antagonist = antagonists of human EPAC1; 0.14% of 360,000 active; Potency, µM (highest dose often 115 µM), for inactives: top-dose activity change, negative = inhibition, most hits filed as inhibitors; AID 720709; O95398; EPAC1 GEF assay, Rap1b-BODIPY-GDP exchange fluorescence;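 note: potency is the fitted concentration of half-maximal effect; plate controls were vehicle for no effect and positive control for full effect; nearly all actives have a fitted effect of over 50% in size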
PI5P4K alpha inh = inhibitors of human PI5P4K alpha. max response, %. PI5P4Kalpha enzyme, ADP-Glo luminescence, 60 min; active compounds read low. AID 652105. 1.2% of 330,000 active; active = max response of -50% or lower; inconclusive = between -30% and -50%; inactive = -30% or higher; note: value at the top dose of about 77 µM; % is set by controls: 0 for no effect and ±100 for the full control effect
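Luminescence from ADP-Glo served as readout of PI5P4Kalpha activity in a qHTS format. Reaction: enzyme, substrate, compound, ATP at 5 microM final, 60 min at RT.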
Abeta yeast res = restores growth of yeast expressing A-beta42 peptide | Potency, µM (series often up to 46.1 µM), for inactives: top-dose growth rescue, most hits filed as activators | 0.063% of 410,000 active | yeast expressing A-beta42, growth rescue, OD600, 48 h; response scale: 0% DMSO, 100% iron-clioquinol control; note: potency is the fitted concentration of half-maximal effect; nearly all actives have a fitted effect of over 55% in size
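Growth rescue measured by 600 nm absorbance after 48 h yeast culture at 30 C with compound. Values normalized between DMSO and an equimolar ferric chloride plus clioquinol control.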
FUS yeast rescue = rescues growth of FUS-expressing yeast; S. cerevisiae FUS-expressing, growth rescue, OD600, 24 h; Potency, µM (top dose mostly 76.6 µM), for inactives: at the top dose growth rescue (activation), actives largely listed as activators; 0.24% of 390,000 active;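 note: potency is the fitted concentration of half-maximal effect; plate controls were DMSO vehicle for no effect and reference control for full effect; nearly all actives have a fitted effect of over 55% in size; some results filed as inactive show a strong effect at the top dose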
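Steps: raffinose overnight preculture; dilution to OD 0.005 in 2% galactose minimal medium; compound addition (concentration series); 24hr at 30C, 99% humidity; absorbance read at 600 nm.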
An asterisk follows results filed as active; u = inconclusive; x = no result given; [ ] = remark or other dose. Unless noted, calls come from the whole dose curve; as a rule, active = well fitted curve in the direction sought with a large enough effect; inconclusive = small, poorly fitted or top-dose-only effect, or another doubt; inactive = no such curve, though single readings can be large; an effect the other way counts as inactive or inconclusive.

Fields: WRN helicase inh, IL-2 act, PLK1 PBD inh, aSyn yeast inh, EPAC1 ag, EPAC1 antagonist, PI5P4K alpha inh, Abeta yeast res, FUS yeast rescue
> O=C1CCC2S/C(=C/Nc3ccc(C(F)(F)F)cc3)C(=O)N12 (stereo unspecified)
    -13%[57.1 µM], 0.9, 9.5µM*, -12%, -5%, -3%, 9, -27%, 32%
> Cc1noc(C)c1S(=O)(=O)Nc1ccc(C(C)C)cc1
    -5%, 0.0, 8%, 11%, -7%, -15%, 14, x, 8%
> COc1cccc(OC)c1OCCCOc1ccc([N+](=O)[O-])cc1Cl
    -15%[57.1 µM], 1.4, 0%, 1%, 2%, -6%, 5, 14%, 26%
> COc1ccc(NC(=S)Nc2ccccc2SC)c(OC)c1
    5%, -3.9, -28%, 5%, -5%, 1%, -7, 3%, -18%
> CC(C)N(CC(N)=O)C(=O)c1sc2cc(F)ccc2c1Cl
    -5%, -2.7, -8%, -11%, 7%, -13%, 1, -25%, 28%
> COc1ccncc1-c1ccccc1C1=CC(=O)CC(C)(C)C1=O
    1%, -1.2, 1%, 7%, -10%, 4%, -6, 8%, -6%
> COC1CCCCC1NS(=O)(=O)c1ccccc1 (stereo unspecified)
    -5%, -0.2, -1%, 3%, 3%, 9%, 7, 14%, 1%
> COc1ccc2nc(N3C(=O)CC(Cc4cc(C)cc(C)c4)C3=O)sc2c1 (stereo unspecified)
    -37%, -1.2, -8%, -13%, 5%, -7%, 17, -6%, x
> COc1ccc(C2SCC(=O)N2Cc2ccccc2)cc1 (stereo unspecified)
    1%, -0.9, -6%, 1%, -7%, 7%, -4, 14%, -8%
> CC1(C(=O)NS(=O)(=O)c2ccccc2C(F)(F)F)CCN1C(=O)CCc1ccccc1 (stereo unspecified)
    1%, 1.3, -8%, 5%, 5%, -5%, -1, 1%, -11%
> COc1ccc(Nc2ncc(C(=O)N3CCN(Cc4ccccc4)CC3)c3ccccc23)cc1
    -6%, -2.7, -8%, -2%, 6%, -19%, x, 0%, 32%
> Cc1nc([N+](=O)[O-])cn1CCCCN1C(=O)c2ccccc2C1=O
    6%, -0.1, -3%, 8%, 3%, -1%, 2, -11%, -13%
> O=C(O)CN1C(=O)/C(=C\c2cccc(OCc3ccc(F)cc3)c2)SC1=S
    -23%, -1.5, 27µM*, -5%, -2%, -24%, -1, 5µM*, 5%
> COc1ccc(NC(=O)CSc2n[nH]c(-c3ccccn3)n2)cc1
    -8%, -1.3, 4%, 0%, 0%, 0%, 8, -7%, -11%
> COC(=O)C=C1CCC2C3CCC4=CC(=O)C(Br)CC4(C)C3C(=O)CC12C (stereo unspecified)
    -18%, -0.5, 0%, -4%, 8%, -2%, -5, 10%, 17%
> NC(=O)CC(NC(=O)Cc1cccc2ccccc12)c1ccc(N2CCC(Br)CC2)c([N+](=O)[O-])c1 (stereo unspecified)
    -4%, 0.1, -9%, -13%, -15%, -11%, -13, -2%, -5%
> O=C(Nc1ccc(Cl)c(Cl)c1)N(CCCN1CCOCC1)Cc1cccs1
    -2%, -3.9, -14%, 8%, -5%, -28%, 5, 2%, 0%
> NC(=O)CSC1=N/C(=C\c2ccco2)C(=O)N1c1ccc(OC(F)F)cc1
    -10%[11.6 µM], 2.3, -6%, 5%, 2%, -18%, u, 2%, 2%
> CNS(=O)(=O)c1cc2c3c(cccc3c1)C(=O)NC2=O
    0%, -2.8, -16%, -4%, 8%, -7%, -13, -10%, -26%
> CCOc1ccc(-c2cccc(NS(=O)(=O)c3cccc([N+](=O)[O-])c3)c2)nn1
    5%, -0.4, 3%, 5%, 3%, -9%, -4, 6%, 16%

One compound at a time, as listed above. Screens in order: WRN helicase inh, IL-2 act, PLK1 PBD inh, aSyn yeast inh, EPAC1 ag, EPAC1 antagonist, PI5P4K alpha inh, Abeta yeast res, FUS yeast rescue
O=C(O)CN1C(=O)/C(=C\c2cccc(OCc3ccc(F)cc3)c2)SC1=S is listed with -23%, -1.5, 27µM*, -5%, -2%, -24%, -1, 5µM*, 5%
Cc1noc(C)c1S(=O)(=O)Nc1ccc(C(C)C)cc1 is listed with -5%, 0.0, 8%, 11%, -7%, -15%, 14, x, 8%

Going on with the list.
Fields: WRN helicase inh, IL-2 act, PLK1 PBD inh, aSyn yeast inh, EPAC1 ag, EPAC1 antagonist, PI5P4K alpha inh, Abeta yeast res, FUS yeast rescue
> CCN(CC(=O)Nc1ccccc1C(F)(F)F)C(=O)Cn1c(=O)cnc2ccccc21
    0%, 1.2, -13%, 6%, 9%, -15%, 3, -3%, 8%
> CNc1nnc(C(F)(F)F)s1
    3%, 3.7, -1%, 3%, 1%, 12%, -3, -2%, -10%
> COc1cc(C(=O)N2CCC(n3cnc4cc(F)ccc43)CC2)cc(OC)c1OC
    1%, -1.2, 1%, -3%, 6%, -3%, 1, 3%, -4%
> Cc1cccc(C)c1N(CC(=O)Nc1cc(Cl)ccc1Oc1ccccc1)S(C)(=O)=O
    -8%, 0.1, 0%, 3%, 8%, -26%, 13, 14%, -10%
> O=C(NCc1ccccc1F)C1CCCN1C(=O)NC1CCCCC1 (stereo unspecified)
    4%, -1.8, -5%, 0%, 3%, 18%, x, 0%, 20%
> Cc1cc(OCCN2CCCCC2)nc2ccccc12
    -18%, -3.8, -11%, -3%, -1%, -13%, 5, -1%[9.22 µM], -18%
> O=C1CC(c2ccc(Cl)cc2)CC(O)=C1C=NCCO (stereo unspecified)
    -3%, -0.7, u, 7%, -6%, -24%, 3, -1%, 7%
> O=C1N=NC(=O)N1c1ccccc1
    5%, 0.1, -9%, -10%, -13%, 12%, -3, -17%, -4%
> CC1(C)COC(c2ccc3c(c2)OCO3)OC1
    -4%, 3.4, 2%, 1%, 12%, -11%, -3, 13%, -7%
> COc1ccccc1CCNC(=O)CSCC(=O)Nc1ccccc1F
    9%, -1.0, u, -1%, 0%, 4%, -2, -1%, -3%
> CN(Cc1cccc2ncccc12)C(=O)CC1C(=O)NCCN1Cc1ccc(F)cc1 (stereo unspecified)
    4%, 1.0, -1%, 8%, 3%, 10%, -3, 5%, 3%
> Oc1ccc(-c2nc3cnccn3c2Nc2ccc3c(c2)OCCO3)cc1
    -3%, -1.4, -2%, 1%, -6%, -14%, 7, 3%, 2%
> CCOC(=O)[C@H]1[C@H]2COc3ccccc3[C@@H]2N2C(=O)c3ccc(C)cc3NC(=O)[C@@]12C
    -5%, -3.9, 3%, 2%, -1%, 8%, 3, -14%, -15%
> O=C1NC2(CCCCCC2)C(=O)N1Cc1ccc([N+](=O)[O-])cc1
    -2%, -0.5, -6%, 8%, -6%, -2%, -8, 24%, x
> CCOC(=O)C1=C(C)Nc2nnnn2C1c1ccccc1Cl (stereo unspecified)
    -21%, -3.5, -8%, -4%, 4%, -19%, -2, -5%[9.22 µM], -31%
> COc1ccccc1Cc1c(-c2ccc(Cl)cc2)nc2ccc(Cl)cn12
    -8%, -0.6, -20%, -3%, 5%, -26%, -3, -26%, 33%
> O=c1c2c(n3cnnc3n1C1CCCCC1)-c1ccccc1CC21CCCCC1
    -1%, -2.3, -6%, 2%, 2%, 9%, x, 5%, 30%
> CC(C)NC(=O)Nc1ccc2c(c1)C(=O)N([C@H](C)CO)C[C@H](C)[C@@H](CN(C)C(=O)Nc1ccc3c(c1)OCO3)O2
    -4%, 1.2, -11%, -11%, -11%, -4%, 2, 2%, 9%
> COc1ccc(/C=C2\SC(=O)N(CCC(=O)NCCCn3ccnc3)C2=O)cc1
    -3%, -2.7, -5%, 2%, -3%, 13%, -1, 5%, 17%
> O=C(c1cc(C2CC2)nn1-c1ccccc1)N1CCN(c2ccc(O)cc2)CC1
    18%, -2.4, -15%, 20%, 5%, -22%, 4, -21%, u

(cont.)
Fields: WRN helicase inh, IL-2 act, PLK1 PBD inh, aSyn yeast inh, EPAC1 ag, EPAC1 antagonist, PI5P4K alpha inh, Abeta yeast res, FUS yeast rescue
> Cc1cc(C(=O)OCCO)c(C#N)c(N)n1
    8%, -0.2, -8%, -2%, 6%, 3%, -2, -14%, 6%
> Cc1ccn2cc(CCNS(=O)(=O)c3ccc([N+](=O)[O-])cc3)nc2c1
    8%, -0.6, -6%, 7%, 4%, -8%, -2, -12%, 23%
> COC(=O)C[C@H]1CC[C@H](NS(=O)(=O)c2cn(C)cn2)[C@@H](CO)O1
    -9%, 0.0, -16%, 7%, 4%, -15%, 1, -1%, -8%
> O=C(/C=C/c1ccccc1[N+](=O)[O-])NCC1CCCO1 (stereo unspecified)
    -2%, 0.3, 0%, 3%, -5%, 6%, -6, 8%, -6%
> CCCCNC(=S)NNC(=O)c1csc(C)c1CC
    15%, 0.4, -3%, -2%, -6%, 2%, -8, -17%, x
> COCc1c(C(=O)NCC2COc3ccccc3O2)oc2ccccc12 (stereo unspecified)
    -4%, 1.0, 1%, 1%, 7%, -1%, 0, 6%, 30%
> CCCCN(CCCC)CC(O)Cn1c2ccccc2c(=O)c2ccccc21 (stereo unspecified)
    9%, -0.7, -1%, -2%, 2%, -9%, -5, 0%, 26%
> c1ccc(-c2nnc(CN3CCN(C(c4ccccc4)c4ccccc4)CC3)o2)cc1
    -7%, 0.8, -12%, -1%, -9%, 2%, -1, -22%, -6%
> COc1ccccc1-c1cnc(C(O)c2ccc(CN3CCCCC3)cc2)[nH]1 (stereo unspecified)
    3%, 0.6, -3%, -17%, -8%, 4%, -2, -12%, 7%
> COc1cc(C(=O)NCCOc2ccc(C)c(C)c2)cc(OC)c1OC
    2%, 1.1, -4%, 6%, 9%, -2%, 0, 21%, 8%
> COc1ccc(Nc2nc(C(C)(C)C)nc3c2nnn3Cc2ccccc2Cl)cc1OC
    -2%, -0.1, -3%, -1%, 9%, 1%, -3, -12%, 1%
> COc1ccc(CC(=O)NC2CCSc3ccccc32)c(OC)c1 (stereo unspecified)
    6%, -2.7, -2%, -3%, 2%, 9%, -6, 4%, 6%
> COc1cc(C(=O)N2CCN(c3cc(Cl)ccc3Cl)CC2)cc(OC)c1OC
    -2%, -3.3, 4%, 0%, 12%, -7%, 5, 4%, -6%

From PubChem BioAssay
